Source: PubChem (several laboratories)
NPY-Y2 antag: blocks the human neuropeptide Y Y2 receptor; hit rate 0.99% among 140,000; inhibition, % at 2.7 µM; AID 793; NPY-Y2 expressing cells, antagonist mode; P49146; in the data active means inhibition above about 17%;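 further: 0% = vehicle with agonist challenge and 100% = reference antagonist with challenge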
Target sequence (P49146 whole entry, looked up): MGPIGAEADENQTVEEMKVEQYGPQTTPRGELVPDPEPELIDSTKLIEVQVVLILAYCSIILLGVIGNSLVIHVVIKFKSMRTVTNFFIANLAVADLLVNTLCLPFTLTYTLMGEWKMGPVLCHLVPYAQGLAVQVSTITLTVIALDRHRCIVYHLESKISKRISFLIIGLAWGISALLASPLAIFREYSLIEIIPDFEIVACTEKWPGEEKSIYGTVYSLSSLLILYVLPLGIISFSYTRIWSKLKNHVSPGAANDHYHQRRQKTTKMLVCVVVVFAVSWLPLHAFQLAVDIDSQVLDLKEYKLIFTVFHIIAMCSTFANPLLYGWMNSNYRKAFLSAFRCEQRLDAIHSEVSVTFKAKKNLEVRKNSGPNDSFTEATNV
GALR2 blocker: antagonists of human galanin receptor 2 (GALR2) | GALR2-expressing cells, antagonist mode | inhibition, % at 4 µM | hit rate 0.39% among 140,000; in the data active means inhibition above about 27%;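 further: cells stimulated with galanin 1-16 at roughly its EC80; 0% = agonist challenge control and 100% = basal control without agonist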
Target sequence (O43603 whole entry, looked up): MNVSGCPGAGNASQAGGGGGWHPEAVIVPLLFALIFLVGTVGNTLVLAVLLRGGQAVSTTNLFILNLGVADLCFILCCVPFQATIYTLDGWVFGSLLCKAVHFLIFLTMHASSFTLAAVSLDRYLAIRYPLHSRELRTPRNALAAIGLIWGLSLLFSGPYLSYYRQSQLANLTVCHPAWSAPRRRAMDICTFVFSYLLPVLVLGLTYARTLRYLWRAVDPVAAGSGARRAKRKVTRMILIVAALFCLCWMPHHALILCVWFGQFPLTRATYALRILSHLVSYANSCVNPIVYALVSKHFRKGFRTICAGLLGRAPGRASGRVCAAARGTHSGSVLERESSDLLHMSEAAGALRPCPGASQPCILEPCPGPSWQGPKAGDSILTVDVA
HCT116 PTEN-null: PTEN-deleted cell growth suppression; hit rate 1.2% among 140,000; viability, % at 10 µM; HCT116 PTEN-null viability, CellTiter-Glo, 60 h; hits give low values;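 active means viability at or below a set limit, 4 SD under the median of all tested compounds, cut at about 3.7% in these data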;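 further: PTEN knockout HCT116 line with beta catenin targeted HCT116 as companion control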
E-sel TNF inh: blocks E-selectin expression induced by TNF alpha; HUVEC TNFa-induced E-selectin immunofluorescence, high content; inhibition, % at 2 µM; hit rate 0.71% among 120,000;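 active means inhibition above the batch mean plus 3 SD, and confirmed as a hit on visual image review, cut at about 43% in these data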;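 further: 0% = TNF-stimulated DMSO wells and 100% = unstimulated control wells; not every result past the cut was called active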
Phagocyt inh: blocks phagocytosis by macrophages; hit rate 0.07% among 110,000; AID 1029; J774A.1 macrophage IgG-bead phagocytosis, imaging; inhibition, % at 5 µM;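 active means inhibition above the mean of the plate negative controls plus 5 SD, cut at about 13% in these data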;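 further: phagocytic index as fraction of beads internalized from green versus red external bead signal; plate controls were DMSO negative control for no effect and cytochalasin-D positive control for full effect; some results beyond the cut were filed as inactive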
Measles CPE: protection of cells from measles virus | Measles virus-infected cells, CPE protection, absorbance | protection (pct of control), % at 4 µM | hit rate 1.5% among 140,000 | AID 841; in the data active means protection mostly above about 24%, no sharp cut-off; inactive means mostly below about 26%; further: some compounds called inactive have numbers as strong as hits
Yeast life ext: extends the lifespan of yeast; S. cerevisiae growth with nicotinamide, OD615; deaD strain in restrictive glucose medium; inhibition of the nicotinamide effect, % at 10 µM; hit rate 0.68% among 130,000; AID 775;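 active means inhibition above a set limit, placed 3 SD over the median of all compounds, cut at about 26% in these data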;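 further: 0% = nicotinamide-treated wells and 100% = cells grown without nicotinamide; some compounds called inactive have numbers as strong as hits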
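Material: Modified budding yeast, DeaD strain | Medium: Restrictive glucose medium | Probe or stimulus: 1.5 mM nicotinamide | Dosing: Single dose 10 µM compound, 0.25% DMSO | Times: 48 h at 30 °C | Technique: OD615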
bCat KO growth: beta-catenin-lacking colon tumor cell growth suppression | HCT116 beta-catenin knockout viability, CellTiter-Glo, 60 h; hits give low values | viability, % at 10 µM | hit rate 1.5% among 140,000 | AID 818;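 active means viability at or under a set limit, the compound median less 4 SD, cut at about 6% in these data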;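 further: 0% = Hyamine 1622 control at 20 µM and 100% = untreated cell control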
BB579 growth dn: chemicals that inhibit yeast BB579 growth in restrictive medium (lifespan-shortening candidates) | S. cerevisiae BB579 growth, OD615, 48 h | hit rate 0.51% among 140,000 | inhibition, % at 10 µM;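 active means inhibition above a set limit, 3 SD over the mean compound inhibition, cut at about 44% in these data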; further: inactives centre near -24
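Test system: Saccharomyces cerevisiae DeaD strain BB579, replicative lifespan model yeast | Buffer or medium: Restrictive CSMM-D medium | Doses: One dose, 10 µM compound with 0.25% DMSO | Incubation: 48 h exposure, 30 °C | Detection: Culture absorbance at 615 nm | Control set: Amphotericin B at 10 µg/mL as positive control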
MRP1 act: activators of MRP-1. H69AR cells + doxorubicin, viability rescue, CellTiter-Glo. viability increase, % at 10 µM. hit rate 0.61% among 140,000;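 active means viability gain under doxorubicin at or above a set limit, the compound median plus 3 SD, cut at about 4.7% in these data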;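 further: MRP-1 overexpressing cells given doxorubicin 25 µM after compound pretreatment; 18-22 h compound pretreatment then 72 h with doxorubicin before readout; 0% = doxorubicin-only wells and 100% = vehicle-treated cells without doxorubicin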
* marks the source's active call; other numbers are inactive results; . = no result given.

SMILES	NPY-Y2 antag	GALR2 blocker	HCT116 PTEN-null	E-sel TNF inh	Phagocyt inh	Measles CPE	Yeast life ext	bCat KO growth	BB579 growth dn	MRP1 act
CCCCC(=O)N/N=C/c1c(O)n(C2CC2)c(=S)[nH]c1=O	2	1	99	3	-7	15	5	92	-19	-0.5
CCOP(=O)(C#CC(C)(C)C)C1(O)CCCCC1 (stereo not given)	2	14	94	-44	1	15	-5	91	-31	-1.5
CCOP(=S)(OCC)SCC(=O)NC(C)(CC)C(=O)O (stereo not given)	2	-11	91	-19	3	0	-8	91	-3	1.1
O=C1OCCC1NC1=NCCC1 (stereo not given)	0	-6	113	-17	0	16	-14	106	19	-0.4
CN(CC1COc2ccccc2O1)c1nc(-c2cccnc2)nc2ccccc12 (stereo not given)	14	-3	6	-19	.	25	-16	9	-7	-4.6
CCCC(=O)Nc1cc(C(=O)N2CCC3(CC2)OCCO3)ccc1S(=O)(=O)c1ccc(C)cc1	3	0	88	-1	1	10	-15	98	-25	-2.8
CCN(CC)c1ccc(CN(C)CCc2ccc(OC)c(OC)c2)cc1	4	-3	74	-21	2	8	-1	82	19	-4.0
Oc1ccc(/C=N/NP(=S)(c2ccccc2)c2ccccc2)c(O)c1O	0	-5	89	25	2	21	-26	93	-46	-7.1
O=C(Cn1cnc2sc3c(c2c1=O)CCCC3)NCCC(=O)N1CCC2(CC1)OCCO2	0	-5	95	.	.	17	-9	97	-37	-0.8
NC1=Nc2ccccc2Oc2ccccc21	3	4	85	-11	.	2	2	89	-5	-3.6
C[N+]1(C)CCc2cc3c(cc2[C@H]1[C@@H]1OC(=O)c2c1ccc1c2OCO1)OCO3	1	10	99	.	.	15	3	96	16	-1.6
CCOP(=O)(Cc1cc(C#N)oc1C)OCC	0	4	84	-2	-3	2	-1	94	-17	-1.8
O=c1[nH]c(=O)n(CC2CCCO2)c(O)c1/C=C1\C=Nc2ccccc21 (stereo not given)	2	-5	90	.	-3	3	-6	85	1	-2.0
CCCCn1c(O)c(C(C)=NCCCN(C)C)c(=O)[nH]c1=O	-1	-7	101	.	0	3	-7	98	-26	0.1
Brc1ccc(C2N3CCCN23)cc1 (stereo not given)	6	3	100	5	-3	5	2	91	-23	0.0
O=c1c2ccccc2nc(-c2ccco2)n1-c1ccccc1	4	-1	100	2	.	17	.	95	-18	0.4
N=C1c2ccccc2CN1CC(=O)c1ccccc1	4	15	59	0	-7	7	8	66	-18	-3.5
C=COCCn1c(C)c(C(=O)OCC)c2cc(O)ccc21	4	-12	105	-38	0	14	-6	102	-44	-1.2
CCOP(=O)(OCC)C(NC(=O)C(Cl)Cl)C(Cl)(Cl)Cl (stereo not given)	-1	-7	96	-1	.	22	-9	92	-34	3.3
CCN(CC)c1ccc(/C=C2\C(=O)NC(=O)N(CC3CCCO3)C2=O)cc1 (stereo not given)	5	8	101	-12	-1	10	-3	96	-11	-0.1
CN(C)C1(CNC(=O)c2ccc(Cl)c(S(=O)(=O)NCc3ccco3)c2)CCCCC1	0	12	101	-14	3	23	2	93	-23	1.2
O=C(C1CC(c2ccc(F)cc2)=NO1)N1CCC2(CC1)OCCO2 (stereo not given)	1	-4	95	-7	-2	14	6	92	-15	-0.1
Fc1cccc(F)c1CN1CCN(Cc2c(F)cccc2F)CC1	3	-1	105	17	-1	7	-2	99	-30	0.7
COc1ccccc1N1CCN(Cc2c(F)cccc2Cl)CC1	2	3	103	13	-1	2	1	98	-76	0.1
Cc1cc(Cl)nc(N)n1	2	-8	97	.	.	3	2	90	-21	-2.0

Profiles as entered above. Values in the order: NPY-Y2 antag	GALR2 blocker	HCT116 PTEN-null	E-sel TNF inh	Phagocyt inh	Measles CPE	Yeast life ext	bCat KO growth	BB579 growth dn	MRP1 act
CCOP(=O)(Cc1cc(C#N)oc1C)OCC in the list: 0	4	84	-2	-3	2	-1	94	-17	-1.8
CCCCC(=O)N/N=C/c1c(O)n(C2CC2)c(=S)[nH]c1=O in the list: 2	1	99	3	-7	15	5	92	-19	-0.5
CN(C)C1(CNC(=O)c2ccc(Cl)c(S(=O)(=O)NCc3ccco3)c2)CCCCC1 in the list: 0	12	101	-14	3	23	2	93	-23	1.2
N=C1c2ccccc2CN1CC(=O)c1ccccc1 in the list: 4	15	59	0	-7	7	8	66	-18	-3.5

Returning to the listing with the 6 entries that preceded the break.
SMILES	NPY-Y2 antag	GALR2 blocker	HCT116 PTEN-null	E-sel TNF inh	Phagocyt inh	Measles CPE	Yeast life ext	bCat KO growth	BB579 growth dn	MRP1 act
CCN(CC)c1ccc(/C=C2\C(=O)NC(=O)N(CC3CCCO3)C2=O)cc1 (stereo not given)	5	8	101	-12	-1	10	-3	96	-11	-0.1
CN(C)C1(CNC(=O)c2ccc(Cl)c(S(=O)(=O)NCc3ccco3)c2)CCCCC1	0	12	101	-14	3	23	2	93	-23	1.2
O=C(C1CC(c2ccc(F)cc2)=NO1)N1CCC2(CC1)OCCO2 (stereo not given)	1	-4	95	-7	-2	14	6	92	-15	-0.1
Fc1cccc(F)c1CN1CCN(Cc2c(F)cccc2F)CC1	3	-1	105	17	-1	7	-2	99	-30	0.7
COc1ccccc1N1CCN(Cc2c(F)cccc2Cl)CC1	2	3	103	13	-1	2	1	98	-76	0.1
Cc1cc(Cl)nc(N)n1	2	-8	97	.	.	3	2	90	-21	-2.0
CC12CN3C(O)C(C)(C1)CC(C)(C2)C3O (stereo not given)	3	-3	90	-24	-1	11	-3	92	-14	-0.3
Cc1nc2cc(C(=O)N3CCC4(CC3)OCCO4)ccc2n1-c1ccc(Br)cc1	5	13	100	-13	-4	16	-12	97	-53	-1.7
C=CCn1c(O)c(C=NCCCOc2ccc(CC)cc2)c(=O)[nH]c1=S	8	-6	70	10	.	11	.	69	-42	-2.4
O=C(Nc1ccccc1OC(=O)N1CCCCC1)N1CCCCC1	-3	-6	90	6	1	1	-9	105	-27	-1.0
O=C(CN1C(=O)CCSc2ccccc21)N1CCC2(CC1)OCCO2	1	0	94	-6	0	15	-2	81	-33	-2.7
CC1CCCN(CC(=O)N2CCCc3ccccc32)C1 (stereo not given)	7	5	85	-9	.	4	.	93	-28	-1.7
CCC(=O)N1N=C2C3CCN(CC3)C2C1c1ccccc1 (stereo not given)	0	2	106	-27	.	6	-5	97	-12	-0.6
CN1C(=O)CN=C(c2ccc(Cl)cc2)c2cc(Cl)ccc21	3	-7	76	.	.	5	-5	81	11	-3.1
O=C(N/N=C/c1c(O)n(CCC2=CCCCC2)c(=S)[nH]c1=O)c1ccccc1	3	2	61	.	-13	15	7	51	-21	-1.6
Cc1ccc(CC2C(=O)N(C)C(=O)N(C)C2=O)s1	1	2	103	-10	-5	2	-3	97	-29	-1.4
O=C(COc1ccccc1)N1CCN(CC2CC3C=CC2C3)CC1 (stereo not given)	2	8	96	-7	.	2	-1	89	-37	-1.8
Cc1nn(Cc2ccccc2Cl)c(C)c1C(=O)OCC(=O)NC1CCCC(C)C1C (stereo not given)	8	-7	74	.	-3	12	-3	83	7	3.8
COc1ccc(C(=O)CC2C(=O)N(C)C(=O)N(C)C2=O)cc1	1	-13	101	-4	.	2	31*	91	-13	-2.7
CC(C)c1ccc(-n2c(O)c(/C=N/NC(=O)c3ccncc3)c(=O)[nH]c2=O)cc1	3	5	101	.	-8	12	-1	90	-33	1.3
O=C1C(=O)c2ccccc2-c2ccccc21	40*	17	2.2*	-26	0	0	-16	1.7*	100*	-2.8
C=CCn1c(O)c(C(=O)CCCCCC)c(=O)[nH]c1=O	-1	2	39	-31	0	4	-8	40	-24	0.5
O=C1CC(N2CCC(n3c(=O)[nH]c4ccccc43)CC2)C(=O)N1c1ccc(F)cc1 (stereo not given)	2	20	92	-36	1	1	-14	92	-31	6.2*
Cc1cc(OCc2cc(C(=O)O)oc2C)c2c3c(c(=O)oc2c1)CCCC3	3	-23	107	0	0	15	-5	100	-50	1.9
CN(C)C(=O)Oc1c(Cl)cc(Cl)c2ccccc12	4	-3	84	1	2	1	-13	98	-18	-1.0
CC(=O)[C@@]1(O)CC[C@H]2[C@@H]3CC=C4C[C@@H](O)CC[C@]4(C)[C@H]3CC[C@@]21C	-2	6	99	.	.	30	6	103	-34	-0.5
c1cncc(CNC2=NCCC2)c1	1	-2	88	12	4	4	-12	92	4	-1.1
CCn1nc(-c2cccs2)nc2c(=O)n(C)c(=O)nc1-2	.	.	84	.	-2	6	-15	86	100*	-0.9
CC[n+]1c(SC)ccc2cc(OC)ccc21	-1	8	95	.	-6	13	13	97	-29	0.6
CC(NC(=O)Oc1ccccc1)C(c1cccs1)N1CCOCC1 (stereo not given)	0	10	86	-25	.	17	.	77	-24	-4.4
COc1ccccc1CCNC1C2CC3CC(C2)CC1C3 (stereo not given)	5	11	63	-4	-8	7	5	55	-32	-3.5
(listing goes on)
SMILES	NPY-Y2 antag	GALR2 blocker	HCT116 PTEN-null	E-sel TNF inh	Phagocyt inh	Measles CPE	Yeast life ext	bCat KO growth	BB579 growth dn	MRP1 act
COc1ccc(CCn2c(O)c(/C=N/NC(=O)c3ccncc3)c(=O)[nH]c2=O)cc1OC	3	4	96	.	-11	.	-5	97	-20	3.0
CN1C(=O)N(C)C(=O)C(CCc2ccncc2)(Cc2ccc3c(c2)OCO3)C1=O	1	9	87	-11	-2	1	-1	93	-15	-1.6
O=[N+]([O-])c1ccc(C2[C@H]3C(c4ccccc4)=NC4(CCCC4)N23)cc1 (stereo not given in full)	9	-13	79	.	-10	9	0	86	-29	-0.9
CC(=O)N1N=C2C3CCN(CC3)C2C1c1ccccc1 (stereo not given)	0	-12	91	-6	0	.	-10	92	5	-0.8
CC(=O)c1ccc2c(c1)OCO2	3	-8	95	.	.	7	-2	96	0	-0.6
CN(C)P(=NC(=S)c1cccn1C)(N(C)C)N(C)C	-1	14	95	.	-2	2	-5	92	-32	-1.5
O=C1NC(=S)NC(=O)C1C/C=C/c1ccccc1	2	-7	98	-28	0	15	9	87	-31	-2.7
OC(c1ccc(F)cc1)(c1ccc(F)cc1)[C@@H]1CCCN1	1	-9	86	-12	1	.	-14	79	-42	-1.1
O=c1c2ccccc2nc(-c2ccc(-c3ccccc3)cc2)n1-c1ccncc1	9	-3	59	-60	-1	4	-3	58	-30	-1.0
Cn1c(CN2CCN(C(=O)COc3ccccc3)CC2)nc2cc([N+](=O)[O-])ccc21	4	3	85	.	-8	27	0	84	-36	-1.5

An excerpt, so the mix of outcomes need not match the whole.
